# Source: PubChem BioAssay
# KB-3-1 tox: qHTS assay for MDR1-selective chemotherapeutics: Primary screen using the parental adenocarcinoma cell KB-3-1 | KB-3-1 viability, CellTiter-Glo ATP luminescence, 72 h | AID 1347075, 2019 | Potency, µM (doses to about 46.1 µM), for inactives: at the highest dose activity change, negative = cytotoxic, hits mostly cytotoxic | 400,000 tested, 1.4% active; further: potency means the concentration at half of the fitted maximal effect; on the % scale 0 is the no-effect control and ±100 the full control effect; nearly all actives have a fitted effect of over 60% in size
#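 Cytotoxicity measured as CellTiter-Glo luminescence after 72 h at 37 C. Compound titrations were pinned onto drug-naive KB-3-1 parental adenocarcinoma cells grown in DMEM with 10% FBS, and normalized data fitted to concentration-response curves.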
# HT1080-NT tox: qHTS for induction of synthetic lethality in tumor cells producing 2HG: qHTS for the HT-1080-NT fibrosarcoma cell line | AID 686970, 2013 | HT-1080-NT fibrosarcoma viability, CellTiter-Glo ATP luminescence, 48 h | Potency, µM (top dose mostly 46.1 µM), for inactives: top-dose activity, negative = less viability, usual class: cytotoxic | 360,000 tested, 1.6% active;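 further: NT is the 2HG producing partner of a matched IDH1 knockdown line; potency means the concentration at half of the fitted maximal effect; 0% = DMSO-treated cells and -100% = media-only wells without cells; nearly all actives have a fitted effect of over 55% in size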
#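 Viability by CellTiter-Glo luminescence after 48 h compound exposure at 37C of HT-1080-NT cells (750/well, RPMI, 5% FBS). % activity scaled between DMSO wells and medium-only wells, then curve-fitted and categorized by curve class.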
# IL1B secr inh: qHTS for Inhibitors of Inflammasome Signaling: IL-1-beta AlphaLISA Primary Screen. activity change, % at 57.5 µM. 360,000 tested, 4.7% active. THP-1 LPS/ATP IL-1B secretion, AlphaLISA, 16 h; active compounds read low. AID 743279, 2014; in the data active means activity change below about -50%; inconclusive means mostly about -30% to -49%; further: on the % scale 0 is the no-effect control and ±100 the full control effect
#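 THP-1 cells pretreated 1 hr with compounds (up to 57.5 uM final), then stimulated with LPS (250 ng/mL final) plus ATP (1.25 mM final); secreted IL-1B measured by AlphaLISA after 16 hr, decreased signal indicating inhibition.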
# SW480 rereplic: A quantitative high throughput screen for small molecules that induce DNA re-replication in SW480 colon adenocarcinoma cells; SW480 DNA re-replication, Hoechst DNA content imaging, 48 h; Potency, µM (doses to about 46.1 µM), for inactives: top-dose re-replication activation, hits mostly activators; 340,000 tested, 1.8% active; AID 624297, 2012; further: potency means the concentration at half of the fitted maximal effect; % of control where 0% means no effect; nearly all actives have a fitted effect of over 55% in size
#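 Image-based DNA-content assay: after two days of treatment, nuclei were labelled with the DNA dye Hoechst and imaged, and hits were compounds raising the count of nuclei showing high fluorescence intensity.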
# KB-V1 MDR tox: qHTS assay for MDR1-selective chemotherapeutics: Primary screen using the drug-selected MDR subline cells KB-V1 | KB-V1 MDR cells viability, CellTiter-Glo, 72 h | Potency, µM (top dose mostly 46.1 µM), for inactives: top-dose activity change, negative = cytotoxicity, most hits filed as cytotoxic | AID 1347076, 2019 | 400,000 tested, 3.4% active; further: potency means the concentration at half of the fitted maximal effect; on the % scale 0 is the no-effect control and ±100 the full control effect; nearly all actives have a fitted effect of over 60% in size
#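 Cytotoxicity toward P-gp-expressing KB-V1 cells was determined as loss of CellTiter-Glo luminescence after 72 h at 37 degrees C. Compounds were tested in quantitative HTS format across a concentration range, with curves fitted to normalized data.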
# MCF10A rereplic: A quantitative high throughput screen for small molecules that induce DNA re-replication in MCF 10a normal breast cells | MCF 10A DNA re-replication, Hoechst nuclear intensity, 48 h | Potency, µM (series often up to 46.1 µM), for inactives: at the highest dose activity, positive = re-replication, usual class: activators | AID 624296, 2012 | 350,000 tested, 2.9% active; further: potency means the concentration at half of the fitted maximal effect; % of control where 0% means no effect; nearly all actives have a fitted effect of over 50% in size
# HT1080 IDH1KD tx: qHTS for induction of synthetic lethality in tumor cells producing 2HG: qHTS for the HT-1080-IDH1KD cell line. 360,000 tested, 2% active. Potency, µM (top dose mostly 46.1 µM), for inactives: at the top dose activity, negative = toxicity, usual class: cytotoxic. HT-1080 IDH1 knockdown viability, ATP luminescence, 48 h;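 further: potency means the concentration at half of the fitted maximal effect; 0% = DMSO wells and -100% = cell-free medium wells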
#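 Viability of IDH1-knockdown HT-1080 fibrosarcoma cells was assessed by CellTiter-Glo after 48 h at 37 °C with titrated compound; concentration-effect curves were classified by fit quality and response size.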
# ATXN2 expr inh: Primary qHTS for Inhibitors of ATXN expression; HEK-293 ATXN2-luciferase reporter, luminescence, 24 h; Potency, µM (titrated, usually from 57 µM), for the others: top-dose activity change, negative = inhibition, hits mostly inhibitors; 360,000 tested, 0.72% active; further: potency means the concentration at half of the fitted maximal effect; on the % scale 0 is the no-effect control and ±100 the full control effect; nearly all actives have a fitted effect of over 55% in size
#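 ATXN2-luciferase reporter cells (luciferase flanked by upstream and downstream ATXN2 gene portions) were treated 24 h at 37 °C with compounds at up to 57 uM. SteadyGlo luminescence gave expression; GF-AFC fluorescence gave viability.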
# WRN helicase inh: qHTS for Inhibitors of WRN Helicase | 360,000 tested, 0.46% active | WRN helicase unwinding, fluorescent forked duplex, kinetic | Bifunctional 3'-5' exonuclease/ATP-dependent helicase WRN (Homo sapiens), Q14191 | Potency, µM (highest dose often 114 µM), inactives show at the highest dose activity change, negative = inhibition, usual class: inhibitors; further: potency means the concentration at half of the fitted maximal effect; on the % scale 0 is the no-effect control and ±100 the full control effect; nearly all actives have a fitted effect of over 55% in size
#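 Fluorescence dequenching readout, ex 525 nm/em 598 nm, kinetic mode: forked duplex DNA (100 nM final) with adjacent fluorophore and quencher unwound by WRN (20 nM final) with 2 mM ATP. Compound preincubation 15 min, room temperature.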
# Active calls of the source: *; ? = inconclusive; . = not tested or not shown; & = joins results of further samples; [ ] = remark or other dose. Unless noted, the call rests on the fitted dose curve; in most records, active means well fitted curve in the direction sought with a large enough effect; inconclusive means small, poorly fitted or top-dose-only effect, or another doubt; inactive means no such curve, though single readings can be large; an effect the other way counts as inactive or inconclusive.
# Start of the data: the first 2 compounds, ahead of the listing:
SMILES,KB-3-1 tox,HT1080-NT tox,IL1B secr inh,SW480 rereplic,KB-V1 MDR tox,MCF10A rereplic,HT1080 IDH1KD tx,ATXN2 expr inh,WRN helicase inh
NNc1ncnc2scc(-c3ccc(Cl)cc3)c12,16µM*,-3%,55,-4%,?,?,2%,16µM*,-10%
CC1(C(=O)NC23CC4CC(CC(C4)C2)C3)CC1(Cl)Cl (configuration not stated),2%,3%,-16,17%,?,-1%,-27%,-4%,9%

# Results, repeating the preview:
SMILES,KB-3-1 tox,HT1080-NT tox,IL1B secr inh,SW480 rereplic,KB-V1 MDR tox,MCF10A rereplic,HT1080 IDH1KD tx,ATXN2 expr inh,WRN helicase inh
NNc1ncnc2scc(-c3ccc(Cl)cc3)c12,16µM*,-3%,55,-4%,?,?,2%,16µM*,-10%
CC1(C(=O)NC23CC4CC(CC(C4)C2)C3)CC1(Cl)Cl (configuration not stated),2%,3%,-16,17%,?,-1%,-27%,-4%,9%
Cc1ccc(S(=O)(=O)N2c3ccccc3OC(C(=O)OC(C)(C)C)(C(=O)OC(C)(C)C)C2CC(=O)c2ccccc2)cc1 (configuration not stated),-24%,-4%,-27,.,-30%,.,-11%,.,-8%
COc1ccc(CN2C[C@@H](CO)O[C@@H](n3cnc4c(N5CCN(CCO)CC5)ncnc43)C2)cc1,0%,3%,0,.,0%,.,?,-2%,10%
O=C(Cn1nc(-c2ccccc2)ccc1=O)NCC1COCCO1 (configuration not stated),1%,5%,-9,0%,-5%,2%,4%,-2%,-2%
COc1ccc(NC2CCCN(C(=O)COc3ccc(C(C)=O)cc3)C2)cc1 (configuration not stated),0%,-2%,-17,.,?,.,-1%,.,-4%
C/C(=N\NC(N)=S)C1=CCC2C3CC[C@H]4CC(O)CC[C@]4(C)C3CC[C@]12C (some centres not stated),1%,-22%,-52*,8%,-10%,4%,-4%,.,-2%[11.6 µM]
CC(c1nnc(SCC(=O)N(C)C2CCS(=O)(=O)C2)n1-c1ccccc1)N(C)C (configuration not stated),0%,-3%[9.24 µM],-3,-38%[inhibitor],?,1%,5%,4%,-2%
Cc1nc(N2CCN(C)CC2)c2sc(=S)n(-c3ccccc3)c2n1,-18%,-6%,-16,2%,0%,8%,0%,0%,-5%
CC(CCc1ccccc1)NCC#N (configuration not stated),-3%,7%,0,-5%,11%,-1%,8%,3%,0%
CC(C)(C)NC(=O)NC(=O)COC(=O)c1cc[n+]([O-])cc1,3%,0%,23,-3%,15%,1%,13%,2%,-1%
Cc1nn(-c2ccccc2)c(-c2ccccc2[N+](=O)[O-])c1C(=O)O,1%,8%,11,0%,19%,-9%,13%,-9%,-2%
COc1ccc(Cl)cc1C(=O)NNC(=S)NC(=O)c1cc(-c2ccc(Cl)cc2)nc2ccccc12,-5%,?,37,10%,-12%,15%,?,5%,3%
Cc1cc(Oc2cc(N)cc([N+](=O)[O-])c2)ccc1Cl,-4%,?,-2,15%,-2%,18%,-25%,0%,-23%
O=C(CSc1nnc(NCc2ccccc2)s1)N1CCOCC1,9%,15%,5,2%,-2%,4%,5%,4%,1%
COc1ccc(C(=O)NNC(=O)C23CC4CC(CC(C4)C2)C3)cc1OC,?,11%,-3,-6%,20%,4%,0%,6%,2%
Cc1ccc2oc(C(=O)Nc3cc(C)on3)c(C)c2c1,0%,-1%,-8,4%,6%,-4%,10%,.,3%
CNc1cc(-n2nc(C)cc2-c2ccccc2)ncn1,-3%,-3%,16,0%,3%,-3%,-5%,0%,3%
COc1ccccc1NC(=S)N(Cc1ccc(Cl)cc1)CC1CCC(C(=O)O)CC1 (configuration not stated),-7%,-13%,0,-80%[inhibitor],4%,0%,-15%,.,0%
CCOC(=O)[C@@H]1[C@H]2COc3ccc(Br)cc3[C@@H]2N2C(=O)N(c3ccc(Br)cc3)C(=O)[C@]12C,-6%,-13%,-9,4%[9.22 µM],1%,-1%,-14%,-2%,-1%
NC(=S)C1COc2ccccc2O1 (configuration not stated),8%,29%,-11,?,4%,?,11%,0%,2%
NC(=O)C1CCN(C(=O)COc2ccc3c4c(c(=O)oc3c2)CCCC4)CC1,0%,3%,-5,-24%,3%,20%,6%,0%,-3%
CCCCNC(=O)C(NC(=O)Cc1cc(OC)cc(OC)c1)C(=O)c1ccccc1 (configuration not stated),8%,8%,-8,.,?,.,12%,.,-7%
CCc1nc2c(OCc3ccc(F)cc3)cccn2c1N(C)C(=O)c1ccncc1,0%,1%,13,.,4%,.,15%,5%,-3%
Cc1ccc(C)c(NC(=S)N(CCN(C)C)C(C)c2ccccn2)c1 (configuration not stated),13%,15%,-7,-2%,?,1%,13%,4%,-3%
Cc1c(-n2c(SCC(=O)N(C)C3CCS(=O)(=O)C3)nc3ccccc3c2=O)c(=O)n(-c2ccccc2)n1C (configuration not stated),10%,5%,13,0%,-3%,6%,1%,-6%,-7%
CN(C)c1ccc(CC(=O)N2CCCCC2c2cc(C(=O)Nc3cccc(C#N)c3)no2)cc1 (configuration not stated),0%,1%,-12,.,-4%,.,-4%,-23%,-1%
Fc1ccccc1OCCSc1nnnn1-c1ccccc1,-24%,12%,-2,3%,-23%,-2%,6%,44%[activator],4%
C=CCNC(=S)NNC(=O)CSc1nc2ccccc2s1,-17%,3%,35,-6%,9%,17%,4%,-23%,4%
COc1ccc(CNC(=O)C2CCNCC2)cc1,-3%,-1%,0,-26%,17%,0%,0%,4%,-2%
Cc1ccc(C)c(S(=O)(=O)N2CCN(C(=O)/C=C/c3ccco3)CC2)c1,-1%,4%,14,-6%,?,?,7%,0%,-25%
O=C(O)c1ccc2c(=O)n3c(nc2c1)/C(=C/c1ccccc1C(F)(F)F)CCCC3,?,?,11,-3%,10%,3%,15%,-4%,2%
CCOc1ccccc1NC(=S)NC(=O)C1CCCCC1,-2%,-10%,31,-2%,-6%,-1%,-9%,-28%,6%
CCOC(=O)c1c(OCCO)noc1N,-3%,2%,0,-7%,12%,-10%,1%,3%,-1%
CCc1c(OC(C)=O)c2ccccc2n(C)c1=O,7%,-5%,-2,-12%,-1%,4%,2%,-7%,-1%
CCCCN1C[C@H](c2ccc(Br)cc2)[C@@H](CC(=O)Nc2ccc(Br)cc2)C1=O,-16%,-5%,-6,.,-4%,.,-3%,6%,-2%
O=C(CCNC(=O)Cn1ccc2ccccc2c1=O)NCC1CCCC1c1ccccc1 (configuration not stated),-11%,9%,37,0%,13%,-2%,5%,-7%,4%
Cc1ccccc1NC(=O)CC1SC(=Nc2ccc(O)cc2)NC1=O (configuration not stated),-4%,3%,-3,-15%,-13%,4%,2%,32%,-9%
C=CCN1C=C2C(=O)C(C)(OC(=O)CCC(=O)OC)C(=O)C(Br)=C2C=C1c1ccc(OC)cc1 (configuration not stated),2%,-1%,39,-2%,16%,1%,-8%,8%,-3%
CCN1CCN(C(=S)c2ccc(O)cc2)CC1,?,11%,17,-7%,0%&33%,12%,11%,.,10%
Cc1oc(-c2ccccc2Cl)nc1CSc1nc2c(c(=O)[nH]1)CCC2,?,-4%,13,-1%,-23%,5%,1%,?,-1%
Cc1c(CCOC(=O)C23CC4CC(CC(C)(C4)C2)C3)sc[n+]1Cc1ccccc1,?,?,-26,?,1%,?,23µM*,-31%,-11%
CCN(CC)C(=O)CSc1nnc(-c2ccccc2)c(-c2ccccc2)n1,-20%,11%,-23,-7%,3.3µM*,?,17%,1%,8%
N#Cc1c(SCC(N)=O)nc(-c2ccccc2)c2c1CCCC2,-4%,-16%,13,3%[9.22 µM],0%,-1%,-23%,0%,-1%
COc1cc(OC)c(N2CC(C(=O)NCCC3=CCCCC3)CC2=O)cc1Cl (configuration not stated),-13%,-5%,23,-1%,-4%,3%,-6%,.,4%
CC(=O)C(Sc1nnnn1-c1ccc(O)cc1)c1ccccc1 (configuration not stated),-7%,8%,0,-6%,0%,-6%,-2%,-5%,1%
Cc1cccc(-n2c(Cc3cc(=O)[nH]c(=O)[nH]3)nnc2SCC(=O)NCc2ccco2)c1,0%,16%,-4,7%,2%,-2%,15%,88%[activator],-16%
COc1ccccc1C(=O)Nc1ccc2c(c1)nc(CCNC(=O)c1ccccc1)n2C,?,4.1µM*,.,13µM*,?,6.5µM*,4.1µM*,-6%,-4%
CCOC(=O)Cc1csc(NC(=O)CCc2ccccc2)n1,8%,4%,42,-4%,10%,-6%,1%,-7%,3%
CC(C)CNC(=S)N1CCN(C)CC1,-2%,-8%,12,-7%,19%,?,-11%,-2%,1%
CCN(CC)CCN(Cc1cc2cc3c(cc2[nH]c1=O)OCCO3)C(=S)NCC(C)C,-28%,-12%,-62*,-1%,-18%,?,?,-14%,-3%
CCCNC(=O)C1CCC(CNS(=O)(=O)c2cccc3nsnc23)CC1 (configuration not stated),-2%,0%,-5,-3%,13%,-5%,-3%,8%,-2%[57.1 µM]

# Rows were taken by chance, and some 12% of all compounds hit somewhere here.
